PLCb3 inh = inhibitors of human phospholipase C beta3 | Q01970 | Purified PLC-beta3, fluorogenic substrate, fluorescence | inhibition, % at 12.2 µM | hit rate 0.18% among 370,000; in the data active = inhibition above about 11%;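 note: 0% = median of compound wells on plate and 100% = full blocker control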
DDE Tn7 FP inh = DD(E)-Tn7 binding inhibition, primary FP screen. P02675. FP displacement of FITC-Tn7 peptide from fibrin DD(E); 0% = median of compound wells per plate. inhibition, % at 8.3 µM. hit rate 0.13% among 370,000;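 active = inhibition above the mean of compounds falling within the control limits plus 3 SD of them, cut at about 14% in these data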;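 note: 0% = plate median of compound wells and 100% = 10 µM Aha-Tn7 peptide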
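system = human fibrin DD(E) protein | quantity = DD(E) 2 µM final | medium = Tris/NaCl/CaCl2 buffer, pH 7.8 | also added = labelled Tn7 tracer, 0.1 µM | compound dosing = single point at 8.3 µM | timing = compound with protein 10 min, then 3 h after probe, room temperature | signal = FP measurement | benchmarks = Aha-Tn7 high control | repeats = one replicate per compound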
ADAM10 inh = inhibits human ADAM10. hit rate 0.62% among 370,000. AID 720582. inhibition, % at 7 µM. recombinant ADAM10, EDANS/DABCYL FRET peptide cleavage, 3 h;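 active = inhibition above a per-campaign cutoff equal to the mean of compounds falling between control-based bounds plus 3 SD, cut at about 20% in these data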;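 note: 0% = DMSO wells while the 100% control is not disclosed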
ARFGAP1 inh = rat ARFGAP1 inhibition | inhibition, % at 16.5 µM | Q62848 | Arfgap1-stimulated ARF1 GTP hydrolysis, GDP FP detection | hit rate 0.26% among 360,000 | AID 651572;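 active = inhibition above a per-plate limit, mean inhibition of low control wells plus 3 SD, cut at about 25% in these data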;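 note: 0% = DMSO wells with enzyme and 100% = wells lacking Arfgap1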
Target sequence (Q62848 1-136 limits assumed): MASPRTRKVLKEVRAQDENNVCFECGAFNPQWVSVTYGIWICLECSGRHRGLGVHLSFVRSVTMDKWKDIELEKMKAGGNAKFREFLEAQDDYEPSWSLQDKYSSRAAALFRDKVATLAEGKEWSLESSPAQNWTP
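Material: truncated rat Arfgap1 GAP domain; Incubation: compound-enzyme preincubation 20 min, reaction 120 min, detection 60 min, 25 °C; Read-out: percent inhibition of Arfgap1-stimulated GTP hydrolysis; Technique: FP, GDP Alexa 633 tracer displaced from anti-GDP antibody, 620/688 nm; Controls: No-Arfgap1 wells (100%) versus DMSO full-reaction wells (0%); Replication: single well per compound.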
TDP2 absorb = TDP2 (human) inhibition, absorbance primary screen; O95551; recombinant TDP2, T5PNP hydrolysis, p-nitrophenol absorbance 415 nm; inhibition, % at 12.8 µM; hit rate 0.34% among 370,000;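 active = inhibition above the mean of all tested compounds plus 3 SD, set per campaign, cut at about 25% in these data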;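 note: 0% = DMSO with enzyme and 100% = buffer with substrate but no TDP2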
Target sequence (O95551 whole entry, looked up): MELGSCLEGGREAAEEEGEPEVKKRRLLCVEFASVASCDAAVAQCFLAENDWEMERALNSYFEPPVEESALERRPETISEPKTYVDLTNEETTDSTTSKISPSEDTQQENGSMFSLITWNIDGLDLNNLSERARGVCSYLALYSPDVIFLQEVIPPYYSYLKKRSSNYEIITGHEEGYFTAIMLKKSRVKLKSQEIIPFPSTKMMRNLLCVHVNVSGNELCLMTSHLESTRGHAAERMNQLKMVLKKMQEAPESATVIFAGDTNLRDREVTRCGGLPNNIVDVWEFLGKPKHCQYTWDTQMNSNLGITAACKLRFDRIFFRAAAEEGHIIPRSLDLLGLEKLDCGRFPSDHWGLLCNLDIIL
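test system = human TDP2 enzyme | input = TDP2 enzyme at 120 nM final | medium = 50 mM Tris-HCl pH 7.5 with Mg2+, KCl, DTT, BSA | also added = T5PNP substrate, 5 mM | times = 2 h at 37 °C | technique = epi absorbance | benchmarks = high control without enzyme, low control DMSO plus TDP2 | replication = each compound tested once, singlicate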
SIAE inh = blocks human sialic acid acetylesterase; SIAE FP-Rh probe binding, fluorescence polarization; inhibition, % at 9.66 µM; hit rate 0.69% among 370,000;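 active = inhibition above a cutoff: mean of compounds within the control limits plus 3 SD of those, cut at about 17% in these data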;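 note: 0% = plate median of compound wells and 100% = probe without SIAE protein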
ADAM17 inh = inhibits human ADAM17. P78536. recombinant ADAM17, EDANS/DABCYL FRET peptide cleavage. inhibition, % at 6.95 µM. hit rate 0.83% among 370,000. AID 720648;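 active = inhibition above the mean of compounds lying between control limits plus 3 SD, set per campaign, cut at about 8.5% in these data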;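 note: 0% = DMSO-only wells as the low control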
Target sequence (P78536 215-824 limits assumed): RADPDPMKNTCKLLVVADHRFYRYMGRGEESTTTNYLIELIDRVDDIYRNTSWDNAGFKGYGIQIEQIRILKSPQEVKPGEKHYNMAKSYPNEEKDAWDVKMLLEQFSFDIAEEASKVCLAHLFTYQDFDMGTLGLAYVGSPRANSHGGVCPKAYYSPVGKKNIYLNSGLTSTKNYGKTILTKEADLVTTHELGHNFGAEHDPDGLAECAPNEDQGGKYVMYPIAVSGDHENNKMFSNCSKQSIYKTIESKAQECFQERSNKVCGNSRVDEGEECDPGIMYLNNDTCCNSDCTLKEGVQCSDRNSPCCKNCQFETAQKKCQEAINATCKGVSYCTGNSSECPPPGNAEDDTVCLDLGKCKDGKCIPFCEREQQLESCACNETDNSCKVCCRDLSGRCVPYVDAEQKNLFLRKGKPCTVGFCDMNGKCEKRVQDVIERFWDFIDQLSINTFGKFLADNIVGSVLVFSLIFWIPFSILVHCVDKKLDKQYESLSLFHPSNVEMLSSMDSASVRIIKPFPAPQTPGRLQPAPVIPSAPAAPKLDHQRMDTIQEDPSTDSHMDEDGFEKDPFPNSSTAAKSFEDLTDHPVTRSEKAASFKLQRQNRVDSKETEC
ASAP1 inh = blocks human ASAP1-stimulated Arf1 GTP hydrolysis; Q9ULH1; GDP FP detection; inhibition, % at 16.5 µM; hit rate 0.19% among 360,000; AID 624377; in the data active = inhibition above about 25%;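 note: 0% = vehicle with enzyme and substrate and 100% = no enzyme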
Tn6 DDE FP = DD(E)-Tn6 binding inhibition, primary FP screen; P02675; Fibrin DD(E) TRITC-Tn6 fluorescence polarization displacement; inhibition, % at 8.3 µM; hit rate 0.21% among 370,000; AID 720509;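 active = inhibition above a per-campaign cutoff: mean of compounds within control limits plus 3 SD, cut at about 15% in these data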;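 note: 0% = median of all compound wells on the plate and 100% = blocking peptide control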
PLC-gamma1 inh = inhibitors of human phospholipase C gamma1. P19174. AID 720700. purified PLC-gamma1, fluorogenic substrate, fluorescence. hit rate 0.84% among 370,000. inhibition, % at 12.2 µM; in the data active = inhibition above about 9.5%
An asterisk follows results filed as active; . = no result given.

SMILES	PLCb3 inh	DDE Tn7 FP inh	ADAM10 inh	ARFGAP1 inh	TDP2 absorb	SIAE inh	ADAM17 inh	ASAP1 inh	Tn6 DDE FP	PLC-gamma1 inh
CCOc1ccc(Oc2ccccc2NC(=O)CN2C(=O)NC3(CCCC3)C2=O)cc1	0	12	-1	-9	-7	-4	-3	9	4	2
CC(C)(C)OC(=O)N1CCC(CC2CC(c3ccncc3)=NO2)(C(=O)O)CC1 (stereo not drawn)	-5	5	-8	19	-6	-1	-6	0	3	-1
C/C(CCc1ccccc1)=N\NC(=O)c1ccc(CN2CCOCC2)cc1	-2	5	0	-14	-6	9	-1	3	-9	1
c1ccc2sc(-c3csc4c3CCNC4)nc2c1	-6	4	-16	.	3	8	-8	.	1	-5
COc1ccc(NC(=S)NC(=O)c2ccccc2)cn1	-2	-4	3	-13	-9	3	2	17	-2	4
CC1=C(C(=O)NCc2ccc3c(c2)OCO3)C2(CCC(C)CC2)OC1=O (stereo not drawn)	2	-9	4	-1	-8	2	-1	-7	-5	5
O=C(CC1Sc2ccccc2NC1=O)NNC(=O)Nc1ccc(Cl)cc1 (stereo not drawn)	-4	7	-5	2	-5	-4	-3	-8	-5	-1
Cc1cc(-c2cc(NC(=O)Cc3c(C)[nH]c4ccccc34)ccc2Nc2cccnc2)ccc1F	-3	6	5	17	8	7	2	19	4	0
Cc1ccc(N=Nc2c(O)[nH]c3ccc(F)cc23)cc1	-17	0	0	7	4	6	-4	3	7	-7
O=C(CSc1cccc2cccnc12)OCC(=O)c1ccc(Br)cc1	-12	-1	-33	-7	-1	-2	-12	1	6	-9
COc1ccc(Cc2nc(-c3cccc(C)c3)no2)cc1	3	-4	8	9	-9	-2	5	-8	-6	1
CC(C)OC(=O)c1nnc(Cc2ccc(F)cc2)o1	-1	3	-11	-10	-6	-3	-7	-8	-7	0
Cc1sc2ncnc(SCC(=O)c3cccs3)c2c1C	-6	-8	-11	-2	2	1	-1	5	5	-2
O=C(OCC(=O)N1CCCCCC1)c1cnc(Cl)c(Cl)c1	-3	1	-6	7	3	4	2	15	0	-1
CCC1C(=O)CC(c2ccco2)NC1c1ccco1 (stereo not drawn)	-3	0	-5	-9	0	5	-6	8	6	-2
CCN(CC)C(=O)c1cc2sc3ccccc3c2s1	0	-2	-5	9	-8	-7	0	-4	4	-1
COc1ccc(S(=O)(=O)Nc2c(C(=O)O)[nH]c3ccc(OC)cc23)cc1	-58	-1	-111	-11	18	10	-35	-9	6	-41
CCCn1c(SCC(=O)Nc2ccc(C(=O)Nc3ccccc3OC)cc2)n[nH]c1=O	1	-5	0	-6	9	0	1	2	4	4
COc1ccc(N2CC(C(=O)OCC(=O)c3ccc(C)cc3)CC2=O)cc1 (stereo not drawn)	0	-2	-3	-11	-5	-6	-1	-10	-3	-1
COCCNC(=O)C(=O)N/N=C(\C)CC(=O)Nc1ccc(Cl)cc1Cl	4	-4	-2	0	-16	11	1	10	6	4
CC1CC(C)CN(C(=O)c2ccc3ncsc3c2)C1 (stereo not drawn)	-6	2	-9	-12	-1	2	-2	-8	2	2
CCCCN(C)C(=O)C1CCN(S(=O)(=O)c2ccc3[nH]c(=O)oc3c2)CC1	1	-3	-1	.	5	3	-3	.	8	-1
CCN1CCN(S(=O)(=O)c2ccc3c(c2)NC(=O)CS3)CC1	-7	0	-7	18	-16	3	-1	-5	2	-1
S=c1[nH]c(-c2ccccc2)cn1/N=C/c1cccs1	-74	2	-32	12	-11	-2	-11	-2	-5	-54

Looked up by compound from above (5):
SMILES	PLCb3 inh	DDE Tn7 FP inh	ADAM10 inh	ARFGAP1 inh	TDP2 absorb	SIAE inh	ADAM17 inh	ASAP1 inh	Tn6 DDE FP	PLC-gamma1 inh
Cc1cc(-c2cc(NC(=O)Cc3c(C)[nH]c4ccccc34)ccc2Nc2cccnc2)ccc1F	-3	6	5	17	8	7	2	19	4	0
CCOc1ccc(Oc2ccccc2NC(=O)CN2C(=O)NC3(CCCC3)C2=O)cc1	0	12	-1	-9	-7	-4	-3	9	4	2
CCCCN(C)C(=O)C1CCN(S(=O)(=O)c2ccc3[nH]c(=O)oc3c2)CC1	1	-3	-1	.	5	3	-3	.	8	-1
CC1CC(C)CN(C(=O)c2ccc3ncsc3c2)C1 (stereo not drawn)	-6	2	-9	-12	-1	2	-2	-8	2	2
c1ccc2sc(-c3csc4c3CCNC4)nc2c1	-6	4	-16	.	3	8	-8	.	1	-5

Next entries
SMILES	PLCb3 inh	DDE Tn7 FP inh	ADAM10 inh	ARFGAP1 inh	TDP2 absorb	SIAE inh	ADAM17 inh	ASAP1 inh	Tn6 DDE FP	PLC-gamma1 inh
CCN(CC(=O)NCc1ccc(F)cc1)C(=O)C(C)Oc1cccc(Cl)c1 (stereo not drawn)	-10	-1	-17	-9	0	0	-3	11	-6	2
CC(C)CN(C(=O)COC(=O)C1CC1)c1c(N)n(Cc2ccccc2)c(=O)[nH]c1=O	-4	0	1	-5	3	10	-2	-18	3	1
Cc1ccc(NC(=O)NC(=O)COc2c(F)c(F)cc(F)c2F)c(C)c1	3	-6	0	13	-2	-3	-2	-31	-1	2
O=C(CSc1ccc(-c2ccccn2)nn1)c1ccc([N+](=O)[O-])cc1	-11	0	-5	7	-3	-3	-2	12	-5	0
O=C(NC1CCCCN(Cc2cccc(Cl)c2)C1=O)c1ccc(F)c(F)c1 (stereo not drawn)	-1	4	-13	.	0	-2	-3	.	1	0
CCOC(=O)C1=CCN(S(=O)(=O)c2ccccc2F)C1c1cccc(Br)c1 (stereo not drawn)	0	-2	13	7	-9	-1	9.2*	-6	-4	3
CC1CN(c2ccc([N+](=O)[O-])cc2Cl)CCN1S(C)(=O)=O (stereo not drawn)	-8	-1	10	-8	2	6	0	-1	5	4
O=C(c1cccs1)N(CCO)Cc1cc2cc3c(cc2[nH]c1=O)OCCO3	-27	5	-188	-7	9	2	-80	-4	0	-21
O=[N+]([O-])c1ccc(S(=O)(=O)Nc2nnc(C(F)(F)F)s2)cc1	-3	6	0	2	8	-5	-2	-7	6	-1
COc1ccc(NC(=O)/C(=C\c2ccc(OC)c(OC)c2)NC(=O)c2ccco2)cc1	-9	1	-2	4	-2	3	-2	-8	5	1
Cn1c(OCc2cccnc2)nc2c1c(=O)n(Cc1ccccc1)c(=O)n2C	-1	-1	-1	-2	8	1	-2	1	-3	2
CC(NC(=O)c1ccccc1O)c1ccccc1 (stereo not drawn)	-20	5	-230	-10	2	4	-68	0	-4	-14

An excerpt from above in order of their number in ADAM10 inh, lowest first.
| canonical_smiles | ADAM10 inh |
| --- | --- |
| CCN(CC(=O)NCc1ccc(F)cc1)C(=O)C(C)Oc1cccc(Cl)c1 (stereo not drawn) | -17 |
| CCN(CC)C(=O)c1cc2sc3ccccc3c2s1 | -5 |
| CCOC(=O)C1=CCN(S(=O)(=O)c2ccccc2F)C1c1cccc(Br)c1 (stereo not drawn) | 13 |

Additional results follow.
SMILES	PLCb3 inh	DDE Tn7 FP inh	ADAM10 inh	ARFGAP1 inh	TDP2 absorb	SIAE inh	ADAM17 inh	ASAP1 inh	Tn6 DDE FP	PLC-gamma1 inh
COc1ccc(CC(=O)OCC(=O)Nc2ccc3[nH]c(=O)[nH]c3c2)cc1	-8	-1	-15	12	4	0	-6	-5	2	3
O=C(NCc1ccccc1)C1CCCN(c2cnccn2)C1 (stereo not drawn)	-48	1	-50	4	-3	11	-7	-8	-6	-29
COC(=O)c1ccc(C(NC(=O)OCc2ccccc2)/C(F)=C/[C@@H](C)C(=O)NCc2ccc(OC)c(OC)c2)cc1 (stereo partly drawn)	-4	3	4	12	3	3	-2	-13	0	1
Cn1ccnc1-c1nnn(-c2ccc(Cl)c(Cl)c2)n1	-1	-4	-2	-4	-5	-1	-5	2	7	-1
Cc1ccc(NC(=O)c2ccc(-c3nn(C)c(=O)c4ccccc34)cc2)cc1	-1	-1	-11	16	4	-17	-5	7	1	-2
O=C(NC(=S)NNS(=O)(=O)c1ccccc1)c1cccnc1	2	-5	-4	1	-7	1	-4	4	5	2
COC(=O)Nc1ccc2c(c1)OCO2	-2	-7	3	9	1	3	1	13	-6	-1
CN(C)S(=O)(=O)c1ccc(-c2csnn2)s1	0	4	9	-4	3	-1	-2	5	0	1
O=C(NNc1c2ccccc2nc2ccccc12)c1cc2ccccc2cc1O	-42	-5	-165	11	-5	50*	-52	11	-5	-32
Cc1ccc(C)c(N2CCN(C(=O)c3nn(C)c4c3CS(=O)(=O)c3ccccc3-4)CC2)c1	-7	10	17	-2	12	-4	2	-1	2	-4
CCSc1nsc(NC(=O)Nc2ccccc2OC)n1	-1	0	10	-6	-6	-9	0	-7	-7	4
CCCn1c(SCC(=O)NCCCN2CCCC2=O)nc2ccccc2c1=O	-5	-2	-3	-11	0	-1	-1	-10	3	2
COc1ccc(Cc2nc3ccc(C(=O)NCc4cccc(C)n4)cc3o2)cc1OC	-7	1	-20	-2	8	11	-10	-3	-1	-5
O=C(O)CC(CC(=O)Nc1ccc(-c2ccccc2)cc1)c1ccccc1 (stereo not drawn)	-7	-2	-5	-10	-2	-2	-5	10	3	0
Cc1c(Cl)cccc1NC(=S)NCc1ccc(F)cc1	-5	0	-2	12	3	1	1	16	-7	0
O=C(CSc1n[nH]c(=O)[nH]c1=O)c1ccccc1	0	-5	3	1	-12	-3	-1	-5	-3	1
COc1ccc(Nc2nc(N/N=C/c3ccc(N(C)C)cc3)nc(C)c2[N+](=O)[O-])cc1	1	4	-1	6	-4	5	-3	0	-3	2
O=C(CNc1ccc2ccccc2c1)N/N=C/c1cc2ccccc2nc1Cl	-65	-4	-109	7	17	18*	-40	11	-1	-56
CN1CCN(C2Cc3ccccc3Sc3ccc(Cl)cc32)CC1 (stereo not drawn)	-1	-3	6	11	-3	2	-2	0	5	0
CCC(=O)Nc1nc(C)nc(C)c1C(C)=O	5	-11	-5	3	7	3	0	0	3	0
CC1CC1C(=O)N1CCN(S(=O)(=O)c2cc(C(F)(F)F)cc(C(F)(F)F)c2)CC1 (stereo not drawn)	-5	-1	11	-2	-20	-7	1	2	1	8
CCN(CC)CC(=O)Nc1ccc(/C(C)=N/NC2=NCCN2)cc1	1	-9	0	-3	2	2	1	-2	5	0
CCCNC(=O)N1CCCC(C(=O)c2cccc(Cl)c2)C1 (stereo not drawn)	1	5	0	-6	6	3	-3	-3	-1	4
COCCN1Cc2cccc(C(=O)Nc3ccc(C)cc3)c2C1=O	-3	-3	-3	-1	4	3	-1	13	-10	4
CCC(C)(C)NC(=O)CN(C(=O)CNS(=O)(=O)c1ccccc1)c1ccc2c(c1)OCCO2	-3	3	-2	-5	5	4	1	7	2	1
COCCNc1oc(-c2ccccc2Cl)nc1C#N	-58	7	-109	-1	2	12	-25	-8	-4	-45

Screening data from PubChem.
